OX1R antag-1: antagonists of human orexin 1 receptor; CHO/OX1R cells, Fluo-8 calcium fluorescence, orexin A; inhibition, % at 5 µM; hit rate 0.43% among 330,000; O43613; AID 434989;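 active means inhibition above its plate's threshold, mean inhibition of all tested compounds on the plate plus 3 SD, cut at about 37% in these data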;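 further: 0% = orexin A challenge wells and 100% = SB-334867-A antagonist wells; not every result past the cut was called active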
Target sequence (O43613 whole entry, looked up): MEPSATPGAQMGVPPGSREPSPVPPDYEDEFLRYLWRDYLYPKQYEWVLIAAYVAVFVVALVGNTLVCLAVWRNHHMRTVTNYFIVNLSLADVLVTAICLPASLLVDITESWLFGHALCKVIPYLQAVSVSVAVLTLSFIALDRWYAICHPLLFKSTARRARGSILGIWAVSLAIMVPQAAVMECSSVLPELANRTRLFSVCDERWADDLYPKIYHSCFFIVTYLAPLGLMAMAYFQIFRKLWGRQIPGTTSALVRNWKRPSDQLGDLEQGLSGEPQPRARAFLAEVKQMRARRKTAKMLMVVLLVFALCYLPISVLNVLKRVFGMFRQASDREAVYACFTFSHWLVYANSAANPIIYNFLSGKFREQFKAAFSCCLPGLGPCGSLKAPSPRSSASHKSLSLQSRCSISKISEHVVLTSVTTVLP
CHT PAM: allosterically activates the human high affinity choline transporter; Q9GZV3; CHT-expressing cells, membrane potential dye, choline EC20; hits give high values; LV-AA mutant CHT in HEK293 cells; B-score at 10 µM; hit rate 0.49% among 310,000;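 active means initial fluorescence not abnormally high and integrated response B-score, plate-corrected, over 3 SD above library mean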
Target sequence (Q9GZV3 whole entry, looked up): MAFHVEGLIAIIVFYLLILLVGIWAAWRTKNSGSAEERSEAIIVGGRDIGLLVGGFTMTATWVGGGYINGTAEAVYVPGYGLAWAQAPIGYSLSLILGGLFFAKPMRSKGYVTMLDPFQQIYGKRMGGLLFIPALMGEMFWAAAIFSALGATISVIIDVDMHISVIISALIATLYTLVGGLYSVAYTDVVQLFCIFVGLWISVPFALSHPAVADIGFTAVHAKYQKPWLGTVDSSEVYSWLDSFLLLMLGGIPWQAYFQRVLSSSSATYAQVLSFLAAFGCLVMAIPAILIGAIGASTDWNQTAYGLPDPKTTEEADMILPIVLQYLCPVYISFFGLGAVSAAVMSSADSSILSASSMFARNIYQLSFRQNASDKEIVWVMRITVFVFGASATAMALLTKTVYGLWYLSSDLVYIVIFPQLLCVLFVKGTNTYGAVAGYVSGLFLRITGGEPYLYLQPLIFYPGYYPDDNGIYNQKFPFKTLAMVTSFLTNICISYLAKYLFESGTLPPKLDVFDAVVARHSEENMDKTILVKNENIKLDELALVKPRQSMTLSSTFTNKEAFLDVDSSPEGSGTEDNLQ
OX1R antag-2: antagonists of human orexin 1 receptor (OX1R) | AID 485270 | hit rate 1.8% among 330,000 | inhibition, % at 6.6 µM | OX1R-expressing cells, FRET antagonist read-out; in the data active means inhibition mostly above about 38%, no sharp cut-off; inactive means mostly below about 40%;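 further: 0% = agonist challenge alone and 100% = reference antagonist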
* = called active by the depositor; i = inactive; . = no result given.

Every second line gives: OX1R antag-1, OX1R antag-2, CHT PAM
- O=C(C1CCN(S(=O)(=O)c2cccs2)CC1)N1CCN(c2ccccc2O)CC1
 : 1, 14, .
- O=C(C1CCN(C2CCN(Cc3ccc4cc(F)ccc4n3)CC2)CC1)N1CCCC1
 : -16, 10, i
- CCSc1nnc(NC(=O)CSc2nnc(CNC(=O)c3ccc(OC)c(OC)c3)o2)s1
 : -16, 8, i
- CCN(C(=O)CSc1nc2ccccc2[nH]1)C1CCS(=O)(=O)C1 (centres undefined)
 : -12, -1, .
- Cn1cc(S(=O)(=O)NC2CCCC2)c(=O)n(C)c1=O
 : -8, 5, i
- COCCn1c(-c2ccc(Br)cc2)nc2oc3cc(OC)ccc3c(=O)c2c1=O
 : -34, 10, i
- CCOc1cc2[nH]c(=S)n(CCCN3CCCC3=O)c(=O)c2cc1OCC
 : -33, 14, i
- O=C(O)C(Cc1ccc(O)cc1)N1C(=O)c2ccccc2C1=O (centres undefined)
 : 16, -2, i
- CCOc1ccc(NC(=O)c2nc(SCC)ncc2Cl)cc1
 : -30, -2, i
- CCOc1ccc(N2CC(C(=O)N3CCN(C(=O)c4ccco4)CC3)CC2=O)cc1 (centres undefined)
 : -7, 14, i
- COC(=O)CC1SC(=O)NC1=Nc1cccc(C)c1 (centres undefined)
 : -13, 15, i
- CC(C)(C)n1nnnc1C(c1ccc(C(F)(F)F)cc1)N(Cc1ccc(F)cc1)Cc1ccco1 (centres undefined)
 : -20, 6, 12*
- CC1CCCCC1NC(=O)CCCCCn1c(=S)[nH]c2ccccc2c1=O (centres undefined)
 : -29, 19, i
- COc1ccc2oc(=O)c(/C(C)=N/Nc3ccccc3)cc2c1
 : -33, 21, i
- CCOc1ccccc1NC(=O)NCCC1=CCCCC1
 : -21, 20, i
- COc1ccc(Br)cc1/C=C/C(=O)Nc1c(C)cccc1C
 : -35, 2, i
- COc1cc(/C=C/C(=O)OCC(=O)N2c3ccccc3CC2C)cc(OC)c1OC (centres undefined)
 : -19, 11, .
- CSc1ccc(Cl)c(C(=O)OCC(=O)N(C)CCC#N)c1
 : -3, 8, i
- COCCSc1nnc(NS(=O)(=O)c2ccccc2)s1
 : 10, 9, i
- Cc1cccc(-n2nnnc2SCC(=O)NCC2(N3CCOCC3)CCCCC2)c1C
 : -13, 4, .

Record cards (already shown). Values in the order: OX1R antag-1, OX1R antag-2, CHT PAM
COCCSc1nnc(NS(=O)(=O)c2ccccc2)s1 is entered as 10, 9, i
CC1CCCCC1NC(=O)CCCCCn1c(=S)[nH]c2ccccc2c1=O (centres undefined) is entered as -29, 19, i
CCOc1ccccc1NC(=O)NCCC1=CCCCC1 is entered as -21, 20, i
CCOc1ccc(N2CC(C(=O)N3CCN(C(=O)c4ccco4)CC3)CC2=O)cc1 (centres undefined) is entered as -7, 14, i

Remaining list, next part
Every second line gives: OX1R antag-1, OX1R antag-2, CHT PAM
- Nc1c(C(=O)Nc2ccccc2Cl)nnn1-c1ccc2c(c1)OCCO2
 : 5, 16, i
- CC12CCC(c3c(C(=O)O)nn(-c4ccc(F)cc4)c31)C2(C)C (centres undefined)
 : 13, 37, i
- COc1cccc(NC(=O)COc2coc(CN3CCc4ccccc4C3)cc2=O)c1
 : -16, 21, i
- Cc1ccc(NC(=O)C2CCN(C(=O)c3ccco3)CC2)cc1C
 : -9, -2, i
- O=C(c1ccc(-n2cncn2)c([N+](=O)[O-])c1)N1CCN(S(=O)(=O)c2ccc(Br)cc2)CC1
 : -22, 24, i
- Cc1nc2nc(COc3ccccc3)[nH]n2c(=O)c1Cc1ccccc1
 : -12, 25, i
- CCOC(=O)C(CC)/C(C)=N\NC(=O)c1ccccc1O (centres undefined)
 : 2, 13, i
- Cc1cccc2nc(CSc3ccccc3N)cn12
 : -26, 30, i
- CCOc1cc(/C=N/N=C2/NC(=O)C(CC(=O)O)S2)ccc1OCc1ccc(Cl)cc1 (centres undefined)
 : -1, 9, i
- NC(=O)c1ccc(NC(=O)CSc2nnc(-c3ccc4c(c3)OCO4)o2)cc1
 : -13, -1, .
- O=C(c1ccco1)N1N=C(c2ccc(Cl)cc2)CC1(O)C(F)(F)F (centres undefined)
 : -30, 11, i
- CCOC(=O)C1CCN(C(=O)c2cccs2)CC1
 : 0, 27, i
- CCN(CC(=O)NCc1ccncc1)S(=O)(=O)c1ccc(OC)cc1
 : 3, 9, i
- O=C(c1cc(COc2ccc(F)cc2Cl)on1)N1CCSCC1
 : -17, 14, i
- CC(=O)NC(CC(=O)OCC(=O)N1CCN(S(=O)(=O)c2ccc(Cl)cc2)CC1)c1ccccc1 (centres undefined)
 : -20, 6, i
- Cn1c(SCC(=O)N2CCOCC2)nc2cccnc21
 : -15, 17, i
- Cc1ccc2oc(C(=O)NC3CCS(=O)(=O)C3)cc(=O)c2c1 (centres undefined)
 : -15, 36, i
- CCCCCCCCCC(=O)Nn1cnc2ccccc2c1=O
 : 8, 14, i
- COCCNC(=O)CSc1ccccc1C(=O)NCC1CCCCC1
 : -20, 19, i
- Cc1cc(C)n(-c2nc3ccccc3c(=O)n2OCC(=O)Nc2c(C)cccc2C)n1
 : -29, 5, i
- COc1ccccc1N1CCN(C(=O)Cn2nnc(-c3cccs3)n2)CC1
 : -65, -1, i
- CC1=NN(C(=O)Cn2nc([N+](=O)[O-])cc2C)C(O)(C(F)(F)F)C1 (centres undefined)
 : 6, 20, i
- Cc1c(NC(=O)CSCc2ccccc2)cccc1C(=O)O
 : -8, 15, i
- Cc1c(Cl)cccc1N1C(=O)CC(N(O)c2ccccc2)C1=O (centres undefined)
 : -4, 18, i
- CCOc1ccccc1CNC(=O)CCNS(=O)(=O)c1ccc2[nH]c(=O)oc2c1
 : -15, 8, i
- COc1ccc(C(=O)Nc2cccc(N(C)S(C)(=O)=O)c2)cc1OC
 : -10, 10, i
- COc1ccc(/C=C/c2nnc(NC(=O)C(C)C)s2)cc1
 : -28, 33, i
- O=C(COC(=O)c1cn(-c2ccccc2)nc1-c1ccc(F)cc1)Nc1ncc(Cl)cc1Cl
 : -8, 20, i
- COc1cccc(CN(C)C(=O)C2CCN(S(=O)(=O)c3ccc(C)cc3)CC2)c1OC
 : -17, -2, .
- CCCC(c1nnnn1CCc1ccccc1)N1CCC(C(N)=O)CC1 (centres undefined)
 : -12, 8, i
- COc1ccc(CCNC(=O)NS(=O)(=O)c2ccc(C)cc2)cc1OC
 : -7, -2, i
- CN(Cc1ccco1)C(=O)c1ccc(OC2CCN(Cc3ccccn3)CC2)cc1
 : -6, 7, i
- CN(C1CCCCC1)S(=O)(=O)c1ccc(S(=O)(=O)N2CCN(C(=O)c3ccccc3F)CC2)cc1
 : -22, 14, i
- COc1ccc(Cc2n[nH]c(=S)n2-c2ccc3c(c2)OCCO3)cc1
 : -3, 18, i
- Nc1ccc(-c2cnc(-c3ccc(N)cc3)nc2)cc1
 : 2, 8, i
- O=C(O)CC(c1ccccc1)N1C(=O)c2ccccc2C1=O (centres undefined)
 : -3, 5, i
- O=C1c2cccc3cccc(c23)C(=O)C1(O)O
 : -6, 23, i
- COc1ccc(OCc2nnc(SCC(N)=O)n2N)cc1
 : -11, 0, i
- O=[N+]([O-])c1ccc(Oc2ccc(C(F)(F)F)cn2)cc1
 : -11, 8, i
- O=C(CN1C(=O)NC2(CCOc3ccccc32)C1=O)c1ccc[nH]1 (centres undefined)
 : -24, 9, i
- Cc1ccc(NC(=O)C(=O)NCCc2c[nH]c3ccccc23)cc1C
 : -17, 20, i
- CC(C(=O)NCCc1ccc(F)cc1)N1CCN(Cc2ccccc2)CC1 (centres undefined)
 : -25, 12, i
- Cc1ccc(-c2nc(NC(=O)CSc3nnnn3-c3ccccc3)ns2)cc1
 : 0, 15, i
- O=C(COC(=O)c1ccc(O)cc1)Nc1ccc(OC(F)F)cc1
 : 7, 15, i
- Cc1ccc2ncnc(NCCC(=O)O)c2c1
 : -14, 12, i
- O=S(=O)(Oc1ccccc1/C=N/n1cnnc1)c1ccccc1
 : -6, 23, i
- COC(=O)c1cc2c(ccn2-c2ccc(F)cc2)n1Cc1ccc(OC)cc1
 : -21, 5, i
- COc1cc(NC(=S)N2CCN(c3ccccn3)CC2)c(OC)cc1Cl
 : -24, 6, i
- CCc1ccc(NC(=O)/C(C#N)=C/c2ccncc2)cc1
 : -32, 32, i
- Cc1nc2oc3c(NCc4ccccc4)ncnc3c2c2c1COC(C)(C)C2
 : -10, 14, i
- CSc1ccc(/C=C/C(=O)NC(=O)c2ccccc2O)cc1
 : -11, 19, i
- Cc1ccc2c(c1)C(c1ccc(F)cc1)N(C(=O)c1cc3ccccc3oc1=O)CC(=O)N2 (centres undefined)
 : -36, 5, i
- COc1ccc(N(CC(=O)NCCSc2ccccc2)S(=O)(=O)c2ccccc2)cc1OC
 : -12, 60, i
- CC(=O)c1ccccc1OC(=O)c1ccco1
 : 3, 6, i
- Cc1ccc2nc(-c3ccc(SCC(=O)Nc4ccc5c(c4)OCCO5)nc3)[nH]c2c1
 : -12, 19, i
- O=C1COc2ccc(S(=O)(=O)Nc3cccc(Cl)c3)cc2N1
 : -27, 5, i
- Cc1ccc(NC(=O)CS(=O)CC(=O)N(CC(=O)NC(C)(C)C)c2cccc(C)c2C)cc1 (centres undefined)
 : -5, 6, i
- Cn1c(CCNS(=O)(=O)c2ccccc2)nc2cc([N+](=O)[O-])ccc21
 : -4, 3, i
- CC(=O)NCCN=Cc1sc2ccccc2c1O
 : -15, 30, i
- CN1CCN(CCC(=O)Nc2ccc(OCc3ccccc3)cc2)CC1
 : -25, 14, i

An excerpt from above in order of molecular weight, lowest first:
Every second line gives: OX1R antag-1, OX1R antag-2, CHT PAM
- CC(=O)c1ccccc1OC(=O)c1ccco1
 : 3, 6, i
- O=C1COc2ccc(S(=O)(=O)Nc3cccc(Cl)c3)cc2N1
 : -27, 5, i
- Cc1ccc2c(c1)C(c1ccc(F)cc1)N(C(=O)c1cc3ccccc3oc1=O)CC(=O)N2 (centres undefined)
 : -36, 5, i

Further records:
Every second line gives: OX1R antag-1, OX1R antag-2, CHT PAM
- O=C(NCc1cc(C(F)(F)F)ccc1Cl)c1cccc2c1C(=O)c1ccc(N3CCC(Cc4ccccc4)CC3)cc1S2(=O)=O
 : -19, 7, .
- CC(=O)c1c(C)[nH]c(C(=O)CSc2nnc3ccccn23)c1C
 : 5, 6, i
- CC(=O)c1cccc(NC(=O)CSc2nnc(-c3ccncc3)o2)c1
 : -13, -1, .
- CC(C)(CNC(=O)c1ccccc1F)CNC(=O)c1ccccc1F
 : -17, 5, i
- Cc1ccc2c(c1)N(CC(=O)NC1CCCCCC1)C(=O)c1cccnc1O2
 : 0, 31, i
- Cc1ccc(S(=O)(=O)C2(C(=O)NCc3ccccc3Cl)CC2)cc1
 : -14, 27, i
- O=C(COC(=O)C12CC3CC(CC(Br)(C3)C1)C2)Nc1c(F)cccc1F
 : 17, 8, .
- CCc1nnc(NC(=O)CN2CC(C)OC(C)C2)s1 (centres undefined)
 : -10, 1, i
- Cc1cc(OCC(=O)N2CCN(c3cccc(Cl)c3)CC2)c2c(C)c(C)c(=O)oc2c1
 : -19, 6, i
- O=S(=O)(/C=C/c1ccccc1)Nc1cccc(S(=O)(=O)NC2=NCCC2)c1
 : -29, 8, i
- CCOC(=O)c1c(NC(=O)COC)sc(C(C)=O)c1C
 : 2, 7, i
- CCCCn1nc2cc(C(=O)N(CC)c3ccc(OC)cc3)ccc2c1OCC
 : -14, 14, i
- O=C(CSc1ncccc1C(=O)O)Nc1ccc2c(c1)OCCO2
 : -14, 28, i
- Brc1ccc(-c2nnc(-c3ccc4c(c3)OCO4)o2)o1
 : -10, 5, i
- CCCCCC(=O)N[C@@H](c1ccccc1)[C@@H](O)C(=O)O[C@H]1C[C@@]2(O)[C@@H](OC(=O)c3ccccc3)C3[C@](C)(C(=O)[C@H](OC(C)=O)C(=C1C)C2(C)C)[C@@H](O)C[C@H]1OC[C@@]31OC(C)=O (some centres undefined)
 : -39, 7, i
- Cc1cccc(CC(=O)NCCN2CCCCC2)c1
 : -8, 13, i
- Cc1ccc(NC(=S)N2CCOCC2)cc1
 : -11, 4, i
- O=C1c2ccccc2C(=O)N1Nc1ccc([N+](=O)[O-])cc1[N+](=O)[O-]
 : -21, 68*, i
- CC(C)C(=O)Nc1cccc(C(=O)Nc2ccccc2C(=O)O)c1
 : -2, 13, i
- CCOC(=O)c1sc2nc3n(c(=O)c2c1C)CCCCC3
 : -30, 26, i
- COc1ccc(-c2cc(=O)oc3cc(OCC(=O)N4CCOCC4)ccc23)cc1
 : -6, 20, i
- CCOc1cc(NC(=S)NCCCN2CCOCC2)c(OCC)cc1NC(=O)c1cccc(F)c1
 : -24, 22, i
- Cc1ccc(S(=O)(=O)N2CCOCC2)cc1C(=O)N(C)CCOc1ccc(Cl)cc1
 : -22, 11, i
- c1ccc(-c2nnc(N3CCOCC3)nc2-c2ccccc2)cc1
 : -37, 27, i
- COCCn1c(C)cc(C(=O)COC(=O)CCN2C(=O)c3ccccc3C2=O)c1C
 : -13, 11, i
- O=C(COC(=O)c1ccc(Cl)c([N+](=O)[O-])c1)NC1CCCC1
 : -10, 17, i
- CCOC(=O)c1cccc(NC(=O)CCn2nc(C)c(S(=O)(=O)N3CCCCC3)c2C)c1
 : -20, 23, i
- O=C(c1cccc(S(=O)(=O)NCc2ccc3c(c2)OCO3)c1)N1CCCC1
 : -1, 3, .

From PubChem

Outcome played no part in choosing rows; 2.5% or so of the library scored in one or more.
